# High-throughput results from PubChem BioAssay.
# VIM-2 inhibitor = VIM-2 metallo-beta-lactamase inhibitors, primary screen, biochemical, epi-absorbance readout, Pseudomonas aeruginosa enzyme; 0.89% of 290,000 active; purified VIM-2, nitrocefin hydrolysis, epi-absorbance fluorescence; inhibition, % at 5.6 µM; AID 1527, 2009;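 active means inhibition above the mean of all tested compounds plus 3 SD, cutoff set per screening run, cut at about 7.5% in these data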;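 further: red hydrolysis product quenches plate fluorescence so inhibitors raise well fluorescence; 0% = enzyme with DMSO and 100% = DMSO without enzyme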
# PHOSPHO1 block = PubChem AID 1565; recombinant PHOSPHO1, absorbance phosphatase assay; inhibition, % at 13.3 µM; 1.1% of 290,000 active; in the data active means inhibition above about 60%
# IMP-1 inhibitor = IMP-1 metallo-beta-lactamase inhibitors, primary screen, biochemical, epi-absorbance readout, Pseudomonas aeruginosa enzyme | metallo-beta-lactamase IMP-1 (Pseudomonas aeruginosa) | purified IMP-1, nitrocefin hydrolysis, epi-absorbance fluorescence | inhibition, % at 5.6 µM | 0.45% of 290,000 active;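 active means inhibition above the mean plus 3 SD of all compounds in the same screening run, cut at about 4.5% in these data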;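 further: 0% = IMP-1 with DMSO and 100% = DMSO wells lacking enzyme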
#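 Test system: recombinant IMP-1 enzyme, purified / Medium: HEPES buffer pH 7.1 with ZnSO4 and Brij 35 / Doses: single dose, 5.6 µM / Times: 25 °C, 15 min preincubation, 25 min reaction / Detection: Epi-absorbance via hydrolysed-nitrocefin quenching of white-plate fluorescence, 480/530 nm, EDTA stop / Evaluation: percent inhibition from optical density relative to buffer-blank wells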
# PfM18AAP inh = PfM18AAP inhibitors, malaria aminopeptidase, primary screen, biochemical, QFRET, recombinant enzyme; inhibition, % at 7.35 µM; AID 1822, 2009; 1.2% of 290,000 active; H-Glu-NHMec fluorogenic cleavage; M18 aspartyl aminopeptidase (Plasmodium falciparum 3D7);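 active means inhibition above the campaign mean inhibition over all tested compounds plus 3 SD, cut at about 28% in these data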;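 further: 0% = plate median of test compound wells and 100% = 2 mM ZnCl2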
# GPR7 antag = GPR7 receptor antagonists, primary screen, cell-based, fluorescence, single concentration | GPR7-expressing cells, fluorescence antagonist assay | inhibition, % at 4.4 µM | 1.1% of 290,000 active | AID 1861, 2009; in the data active means inhibition above about 16%, passing the limit was not always enough;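 further: cells stimulated with the agonist NPW; 0% = agonist with vehicle and 100% = vehicle without agonist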
# pCIP destab = p/CIP-EGFP fusion destabilizers, primary screen, fluorescence, F442A cells; Q05BA5; decrease of EGFP signal, % at 10 µM; 0.01% of 290,000 active; 16 h; AID 1984, 2009;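 active means EGFP signal decrease of at least 30% at 10 µM or well 3 SD below plate mean, unless failing retest; inactive means the rest, including hits failing retest or dose response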; further: some compounds called inactive have numbers as strong as hits; many of its hits are not listed in these tables
# Target sequence (Q05BA5 1-1403): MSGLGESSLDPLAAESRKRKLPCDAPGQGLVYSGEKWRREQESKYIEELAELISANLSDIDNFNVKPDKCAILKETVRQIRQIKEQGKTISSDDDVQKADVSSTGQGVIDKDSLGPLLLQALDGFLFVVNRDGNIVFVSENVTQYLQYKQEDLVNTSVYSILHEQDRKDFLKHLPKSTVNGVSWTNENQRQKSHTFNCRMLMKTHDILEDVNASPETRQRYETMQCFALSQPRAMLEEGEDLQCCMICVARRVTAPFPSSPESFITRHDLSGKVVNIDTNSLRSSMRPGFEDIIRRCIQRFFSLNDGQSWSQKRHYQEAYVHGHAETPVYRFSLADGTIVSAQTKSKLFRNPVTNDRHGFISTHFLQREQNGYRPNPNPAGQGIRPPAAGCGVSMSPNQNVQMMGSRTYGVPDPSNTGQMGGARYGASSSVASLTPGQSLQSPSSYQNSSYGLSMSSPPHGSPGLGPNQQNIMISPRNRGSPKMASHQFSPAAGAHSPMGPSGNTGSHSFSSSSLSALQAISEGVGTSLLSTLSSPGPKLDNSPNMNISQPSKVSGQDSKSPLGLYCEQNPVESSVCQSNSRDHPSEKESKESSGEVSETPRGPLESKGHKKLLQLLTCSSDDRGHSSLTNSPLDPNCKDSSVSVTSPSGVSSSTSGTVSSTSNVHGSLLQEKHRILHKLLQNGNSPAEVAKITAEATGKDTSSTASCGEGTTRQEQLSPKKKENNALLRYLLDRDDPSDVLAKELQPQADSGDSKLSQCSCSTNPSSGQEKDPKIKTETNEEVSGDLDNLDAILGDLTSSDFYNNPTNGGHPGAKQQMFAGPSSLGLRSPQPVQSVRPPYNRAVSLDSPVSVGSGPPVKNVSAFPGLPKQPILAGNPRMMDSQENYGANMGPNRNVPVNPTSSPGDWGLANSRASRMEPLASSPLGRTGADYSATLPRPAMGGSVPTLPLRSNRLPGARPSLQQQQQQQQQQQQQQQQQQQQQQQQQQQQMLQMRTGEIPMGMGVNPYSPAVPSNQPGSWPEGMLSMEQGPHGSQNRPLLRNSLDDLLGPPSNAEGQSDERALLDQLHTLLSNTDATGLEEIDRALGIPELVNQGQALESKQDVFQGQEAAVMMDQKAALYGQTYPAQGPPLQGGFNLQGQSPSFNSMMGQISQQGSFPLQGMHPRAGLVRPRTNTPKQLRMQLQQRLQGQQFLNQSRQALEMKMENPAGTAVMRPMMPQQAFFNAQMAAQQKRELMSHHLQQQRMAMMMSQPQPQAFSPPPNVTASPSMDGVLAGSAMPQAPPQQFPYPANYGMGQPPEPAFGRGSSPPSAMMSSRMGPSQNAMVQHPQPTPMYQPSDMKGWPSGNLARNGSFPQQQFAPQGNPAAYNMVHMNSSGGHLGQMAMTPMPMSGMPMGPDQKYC
# IDE act = human IDE activators in live cells, primary screen, fluorescence polarization, HEK cells, FAbeta-B substrate. FAbeta-B cleavage; 0% vehicle, 100% cell-free pure enzyme wells. activation, % at 5.96 µM. 0.073% of 340,000 active;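 active means activation above the mean of all tested compounds plus 3 SD, set per screening campaign, cut at about 17% in these data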
# IDE inh = human IDE inhibitors in live cells, primary screen, fluorescence polarization, HEK cells, FAbetaB substrate. inhibition, % at 5.59 µM. 0.41% of 320,000 active. Insulin-degrading enzyme (Homo sapiens), P14735. FAbetaB cleavage. AID 434962, 2010;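 active means percent inhibition above the average of all tested compounds plus 3 SD, set per screening campaign, cut at about 16% in these data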;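 further: IDE supplied by intact live HEK cells; FP after avidin binding of uncleaved biotin substrate so inhibition keeps polarization high; 0% = DMSO wells and 100% = 60 µM reference IDE inhibitor Ii1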
# NALP1 inh = NALP1 inflammasome inhibitors in reconstituted yeast, colorimetric, S. cerevisiae, triplicate retest; S. cerevisiae NALP1/ASC/caspase-1 growth, X-gal OD620, 72 h; inhibition, % at 10 µM; 0.61% of 280,000 active; AID 2071, 2009; in the data active means inhibition mostly above about 24%, no sharp cut-off; inactive means mostly below about 32%; further: some compounds called inactive have numbers as strong as hits
# An asterisk follows results filed as active; . = no result given.
SMILES,VIM-2 inhibitor,PHOSPHO1 block,IMP-1 inhibitor,PfM18AAP inh,GPR7 antag,pCIP destab,IDE act,IDE inh,NALP1 inh
O=C(Cc1cccs1)NCc1cccc(F)c1,-1.3,-18,-1.7,-12,-12,-8,-2,0,-3
O=c1[nH][nH]cc1C=NCc1cccnc1,-1.4,20,-2.7,0,-3,-4,-2,0,14
CCC(=O)Nc1cccc(-c2nc3ncccc3o2)c1C,-1.6,49,-4.1,-3,-13,-23,-1,4,7
CC1C(=O)CC(c2ccccc2)NC1c1ccccc1 (stereo unspecified),-3.1,4,-2.0,-3,-1,0,7,-4,17
CCCc1[nH]nc2c1C1(CCOC1C)C(C#N)=C(N)O2 (stereo unspecified),-1.5,-6,-3.8,-5,-4,-11,6,4,10
NC(=O)c1ccc(N2CCN(c3ccc(O)cc3)CC2)c([N+](=O)[O-])c1,7.1,-10,-1.8,50*,-6,-4,0,5,-8
NC(=O)COC(=O)c1ccc(Cl)c(S(=O)(=O)N(Cc2ccccc2)c2ccc(Cl)cc2)c1,-1.4,-25,-1.9,-1,-6,9,1,0,39
O=C(Nc1ccccc1-c1nc2ccccc2[nH]1)c1ccc(S(=O)(=O)N2CCCCC2)cc1,-2.2,53,-3.4,2,13,-16,9,.,2
CCOC(=O)C1=C(C)C2C3C(=O)N(c4ccc(C)cc4C)C(=O)C3C1(C)C1C(=O)N(c3ccc(C)cc3C)C(=O)C21 (stereo unspecified),-1.4,16,-3.6,-6,-8,7,-3,-1,19
COc1ccc(C(=O)N/C(=C\c2cccs2)C(=O)N2CCN(C)CC2)cc1OC,2.2,-56,1.4,-5,-5,-17,0,-1,26
Cc1cccc(NS(=O)(=O)c2csc(C(N)=O)c2)c1C,-3.8,46,-1.2,1,-4,-7,2,3,14
CCCn1c(N)c(C(=O)CSc2nc3ccccc3c(=O)n2Cc2ccccc2)c(=O)[nH]c1=O,-4.5,48,-5.4,6,10,-2,-1,-2,-17
CCOc1ncccc1C(=O)OCc1c(Cl)cccc1Cl,-2.7,-1,-3.4,-8,-9,5,2,6,28
CC(C)(C)n1nnnc1C(c1cccc(C#N)c1)N1CCN2CCCC2C1 (stereo unspecified),-2.7,6,-5.4,-2,3,-8,4,7,3
CC(C)CCNC(=O)COc1ccc2c(c1)C(=O)CC(C)(C)O2,-1.0,-1,-3.9,-10,2,-3,5,5,7
COc1ccc(N(CC(=O)NCc2ccco2)C(=O)CNS(=O)(=O)c2ccc(Cl)cc2)cc1,-3.0,-2,-2.6,-2,6,2,-8,0,-2
COc1ccc(CNC(=O)CCS(=O)(=O)c2cccc3nonc23)cc1,-2.1,10,-2.1,-1,-7,1,3,5,19
COc1ccccc1C(=O)NC(=S)NNC(=O)c1sc2ccccc2c1Cl,-3.9,-14,-4.1,-11,0,-19,3,0,21
Cc1cc(C)c2nc(NC(=O)C3CC(=O)N(Cc4ccco4)C3)sc2c1 (stereo unspecified),-0.7,-5,-2.6,-12,-8,-6,2,0,6
COc1ccc(N(CC(=O)NC2CCCCC2)S(=O)(=O)c2c(C)[nH]c(=O)[nH]c2=O)cc1,-1.9,3,-4.5,-6,-1,19,8,-1,-32
Cn1c(SCC(=O)Nc2ccccc2-c2ccccc2)nnc1-c1ccco1,-2.8,-3,-0.1,-26,1,-6,-4,-2,12
CCn1cc(CN2CCC(C(=O)Nc3ccc(Oc4ccccc4F)cc3)CC2)c(C)n1,0.0,38,0.1,-15,3,-10,-2,-1,18
CCCOc1ccc(S(=O)(=O)Nc2ccccn2)c2ccccc12,-0.9,-1,-4.8,4,-14,-7,2,0,10
O=C(Cc1nnc(NC(=O)Nc2ccccc2)s1)NCc1ccccc1,-0.8,4,-3.8,1,-19,-4,3,0,20
Brc1ccc(C2Nc3cccc4cccc(c34)N2)o1,-1.2,36,1.4,9,-4,8,4,-4,-6

# Following part.
SMILES,VIM-2 inhibitor,PHOSPHO1 block,IMP-1 inhibitor,PfM18AAP inh,GPR7 antag,pCIP destab,IDE act,IDE inh,NALP1 inh
S=C(Nc1ccccc1Cl)N(Cc1ccccc1)Cc1ccccn1,-0.2,-3,-1.9,6,8,3,-1,3,6
O=C(CC1C(=O)NCCN1C(=O)c1ccc(Cl)cc1)Nc1ccc(F)cc1 (stereo unspecified),-3.4,-4,-3.8,-4,-1,-18,6,6,-1
Cn1c([N+](=O)[O-])cnc1N1CCN(c2nncs2)C1=O,-3.2,12,-3.9,-4,-3,-1,-2,9,14
CC1C[C@@]2(NC(=O)NC2=O)C(C)CN1C (stereo partly specified),-0.9,16,-5.3,-4,-17,7,1,-2,-67
CC1=CCC(C(=O)O)C(C(=O)NC2CCCCC2)C1 (stereo unspecified),-1.3,35,32*,-8,-14,-9,-2,-2,6
COc1ccc(OC)c(NC(=O)CSc2nnc(CNC(=O)c3cc(OC)c(OC)c(OC)c3)o2)c1,-1.4,-10,-2.8,2,0,7,8,3,-13
CC(C)C(=O)N1CCC2(CC1)Oc1ccc(Cl)cc1C(=O)C21CC(c2ccc(Cl)cc2)=NO1 (stereo unspecified),.,9,.,.,.,0,6,-1,7
O=C(CCCN1C(=O)c2cccc3cccc(c23)C1=O)N1CCN(Cc2ccc3c(c2)OCO3)CC1,4.6,28,-1.5,2,2,-30,2,11,10
O=[N+]([O-])c1ccc(-c2ccc(/C=N/O)o2)cc1,-0.8,4,-3.8,6,-1,-14,.,-4,-3
Cc1cccc(-n2c(Cc3cc(=O)[nH]c(=O)[nH]3)nnc2SCC(=O)N2CCCCC2)c1,-2.7,-9,1.1,5,-11,-9,0,-1,-17
CC(=C/c1ccco1)/C=N/NC(=O)Cc1cccn1C,-3.5,-3,-1.7,13,5,3,-2,4,10
Cc1ccc(N2CCN(C(=O)c3ccccc3NC(=O)c3ccccc3C(=O)O)CC2)cc1,-0.3,-15,2.8,0,10,-2,-2,2,40
O=C(Cc1ccsc1-c1ccccc1)NO,-3.4,-18,-1.4,21,-13,-10,-3,1,-3
O=C(CN1C(=O)c2ccccc2S1(=O)=O)c1ccc2c(c1)OCCCO2,-0.7,12,-2.7,-6,-12,-12,-3,-3,28
C/C(=N\Nc1nccnc1Cl)c1ccc(O)c(C)c1,1.0,14,-2.7,20,14,3,-1,1,4
O=S(=O)(c1ccc(-c2csc(=Nc3ccccc3)n2CCCN2CCOCC2)cc1)N1CCOCC1,0.1,-27,-2.5,4,1,-8,1,-2,-2
COc1ccc(S(=O)(=O)N(CCCN2CCCC2=O)Cc2cc3c(C)cc(C)cc3[nH]c2=O)cc1,-1.4,10,-3.3,-7,-14,1,-4,.,-4
COc1ccc(NC(=O)CN(c2ccc(C)cc2)S(=O)(=O)c2c(C)nn(C)c2C)cc1OC,-3.0,2,-3.1,-4,-2,-6,1,8,-4
CCN(C(=O)Cn1c(=O)oc2cc(S(=O)(=O)N3CCOCC3)ccc21)c1ccccc1,-0.1,19,-0.4,-6,-5,-6,-2,0,.
O=C(COc1cc2oc(=O)cc(-c3ccccc3)c2cc1Cl)NC(Cc1c[nH]c2ccc(O)cc12)C(=O)O (stereo unspecified),-3.5,19,-2.6,-2,1,-8,6,4,-1
CCCCNS(=O)(=O)c1ccc2nc(SCC(=O)N3CC(C)OC(C)C3)[nH]c2c1 (stereo unspecified),-6.5,75*,-5.0,-9,-9,-7,1,0,-13
Nc1c(Cl)ncnc1N/N=C/c1cccc(O)c1,-3.3,35,-2.0,15,-12,-2,2,3,.
CC(C)Sc1nc2c(c(=O)n1-c1ccc(F)cc1)SCC2,2.4,-3,-7.8,2,2,6,0,-5,7
O=[N+]([O-])c1cccnc1Oc1ccc(F)cc1,-3.8,-113,-3.9,1,-9,-1,10,10,-6
Cc1ncc(CN2CCN(Cc3ccc(F)cc3)C(CCO)C2)s1 (stereo unspecified),-0.6,19,-1.8,-1,-7,-6,6,2,-6

# Three entries already listed, sorted by heavy-atom count, smallest number first:
SMILES,VIM-2 inhibitor,PHOSPHO1 block,IMP-1 inhibitor,PfM18AAP inh,GPR7 antag,pCIP destab,IDE act,IDE inh,NALP1 inh
CC1=CCC(C(=O)O)C(C(=O)NC2CCCCC2)C1 (stereo unspecified),-1.3,35,32*,-8,-14,-9,-2,-2,6
Cc1ccc(N2CCN(C(=O)c3ccccc3NC(=O)c3ccccc3C(=O)O)CC2)cc1,-0.3,-15,2.8,0,10,-2,-2,2,40
O=C(COc1cc2oc(=O)cc(-c3ccccc3)c2cc1Cl)NC(Cc1c[nH]c2ccc(O)cc12)C(=O)O (stereo unspecified),-3.5,19,-2.6,-2,1,-8,6,4,-1

# Later entries.
SMILES,VIM-2 inhibitor,PHOSPHO1 block,IMP-1 inhibitor,PfM18AAP inh,GPR7 antag,pCIP destab,IDE act,IDE inh,NALP1 inh
COCCOC(=O)c1c(C)oc2ccc(OC(=O)c3c(OC)cccc3OC)cc12,-0.3,2,-2.6,-4,-3,2,5,5,27
CCN1C(=S)SC(=O)C1=C1C=C(C)OC(C)=C1,-1.5,5,-1.2,-1,2,-15,-4,1,-2
CC(=O)NCc1ccc(-c2csc(-c3cccs3)n2)cc1,-1.2,32,-3.6,4,1,-13,-3,0,-4
CC(C)c1ccc(NC2CCCN(C(=O)CCN3CCCO3)C2)cc1 (stereo unspecified),1.7,41,-1.9,-7,1,-6,2,1,33
NC(=O)CN1CCN(C2CC(=O)N(CCc3ccccc3)C2=O)CC1 (stereo unspecified),-1.8,38,-2.4,-7,-9,-6,2,-6,-2
CCN1CCN(C(=O)c2cc3c(s2)-c2ccccc2S(=O)(=O)C3)CC1,-0.5,-14,-1.7,1,-7,-2,5,-3,34
COCCN1CC(C(=O)NCCc2nc(C)c(C)s2)CCC1=O (stereo unspecified),-3.3,28,-3.1,2,4,5,5,0,9
Cc1nn(C(=O)CCCC(=O)n2nc(C)c(Cl)c2C)c(C)c1Cl,-3.4,.,-2.8,-1,-5,.,.,.,.
Cc1csc(SCCn2c(Br)nc3c2c(=O)[nH]c(=O)n3C)n1,-1.8,2,-3.0,13,0,-6,0,1,6
CC(=O)OC1CCC(OC(C)=O)c2c1n([O-])c(C)c(C)[n+]2=O (stereo unspecified),-0.6,50,-0.9,-5,-10,-4,-2,0,14
CCc1cccc(C)c1NC(=S)NCc1cccn1C,-0.6,5,-2.6,0,-7,-6,-3,6,8
CC(C#N)(Nc1ccc(Cl)cc1)c1cccnc1 (stereo unspecified),-3.4,-8,-1.3,-7,-11,-3,5,5,33
C[C@@H](C(=O)N[C@@H](Cc1c[nH]c2ccccc12)C(=O)O)n1nnc2ccccc2c1=O,0.1,35,-0.8,4,-11,-6,-4,-6,.
CCOc1ccc(CCNC(=O)c2cc(C)nc3ccccc23)cc1OCC,-1.8,30,-1.1,-8,-12,-6,-3,-1,10
O=[N+]([O-])c1cccc(NC2=NCCC2)c1,-2.6,47,-1.3,2,-9,-4,2,-5,-15
CCOC(=O)N1CCC(NC(=O)C2CCN(C(=O)N3CC(C)Oc4ccc(C)cc43)CC2)CC1 (stereo unspecified),0.0,-12,0.1,-2,-5,-124,4,0,29
